LYPLA2 inh: counter-screen for PME1 inhibitors: inhibitors of human LYPLA2 | AID 2177 | recombinant LYPLA2, FP-Rh probe fluorescence polarization | O95372 | 320,000 compounds, 0.38% hits | inhibition, % at 5.9 µM;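 active = inhibition above the screen-wide mean plus 3 SD, limit set per campaign, cut at about 26% in these data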;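 also: 0% = LYPLA2 with DMSO and 100% = wells lacking LYPLA2 enzyme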
PREPL inhibitor: inhibits the human prolyl oligopeptidase-like enzyme; inhibition, % at 5.96 µM; 320,000 compounds, 0.68% hits; recombinant PREPL, fluorescence polarization activity-based probe; AID 2751; Q4J6C6; in the data active = inhibition above about 43%;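 also: 0% = enzyme with DMSO and 100% = wells lacking enzyme; many of its hits are not listed in these tables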
Target sequence (Q4J6C6 whole entry, looked up): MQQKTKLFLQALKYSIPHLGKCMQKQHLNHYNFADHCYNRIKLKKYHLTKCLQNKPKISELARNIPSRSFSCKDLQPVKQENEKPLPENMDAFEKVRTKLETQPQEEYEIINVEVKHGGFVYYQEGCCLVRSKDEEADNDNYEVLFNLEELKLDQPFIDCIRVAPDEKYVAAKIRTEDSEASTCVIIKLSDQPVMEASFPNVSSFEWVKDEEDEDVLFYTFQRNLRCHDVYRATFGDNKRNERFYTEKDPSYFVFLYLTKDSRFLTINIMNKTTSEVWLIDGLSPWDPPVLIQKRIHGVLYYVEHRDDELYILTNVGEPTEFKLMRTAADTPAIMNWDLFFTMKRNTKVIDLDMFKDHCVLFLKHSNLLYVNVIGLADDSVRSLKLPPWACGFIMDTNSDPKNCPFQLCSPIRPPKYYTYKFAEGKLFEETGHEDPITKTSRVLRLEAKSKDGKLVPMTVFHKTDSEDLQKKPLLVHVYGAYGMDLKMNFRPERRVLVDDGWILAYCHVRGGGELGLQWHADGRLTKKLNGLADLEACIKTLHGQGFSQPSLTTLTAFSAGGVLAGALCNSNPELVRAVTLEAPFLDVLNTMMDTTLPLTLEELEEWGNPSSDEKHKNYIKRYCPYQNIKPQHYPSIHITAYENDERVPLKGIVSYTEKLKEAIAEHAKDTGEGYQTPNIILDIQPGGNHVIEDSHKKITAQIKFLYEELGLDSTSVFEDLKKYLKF
pPAFAH FP inh: inhibitors of human plasma PAF acetylhydrolase (pPAFAH); 330,000 compounds, 1.5% hits; recombinant pPAFAH, FP-rhodamine probe fluorescence polarization; inhibition, % at 3.39 µM;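 active = inhibition above the mean inhibition across the screen plus 3 SD, cut at about 25% in these data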;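 also: inhibitors block binding of the rhodamine activity-based probe so polarization drops; 0% = enzyme with DMSO and 100% = wells lacking pPAFAH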
PAFAH1B3 inh: blocks human PAF acetylhydrolase 1B catalytic subunit 3; recombinant PAFAH1B3, FP-rhodamine probe, fluorescence polarization; inhibition, % at 3.39 µM; 340,000 compounds, 0.28% hits; AID 492972;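 active = inhibition above the screen-wide average of all tested compounds plus 3 SD, cut at about 25% in these data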;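 also: 0% = enzyme with DMSO only and 100% = wells lacking PAFAH1B3 protein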
Target sequence (Q15102 whole entry, looked up): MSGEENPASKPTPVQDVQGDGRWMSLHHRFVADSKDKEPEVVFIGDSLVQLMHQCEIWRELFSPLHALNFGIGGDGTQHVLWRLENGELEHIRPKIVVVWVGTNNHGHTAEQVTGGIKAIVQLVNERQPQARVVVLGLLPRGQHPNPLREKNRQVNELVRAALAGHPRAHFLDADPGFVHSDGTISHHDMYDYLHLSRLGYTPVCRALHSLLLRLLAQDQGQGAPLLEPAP
PAFAH2 inh: PAFAH2 (human) inhibition | Q99487 | recombinant PAFAH2, FP-rhodamine activity probe, fluorescence polarization | inhibition, % at 3.39 µM | 340,000 compounds, 0.99% hits;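 active = inhibition above the mean over all tested compounds plus 3 SD, cut at about 30% in these data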;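 also: inhibitors block probe labeling of enzyme so polarization drops; 0% = enzyme with DMSO and 100% = wells lacking PAFAH2 protein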
PAFAH1B2 inh: blocks human PAF acetylhydrolase 1b catalytic subunit 2; 340,000 compounds, 1.2% hits; recombinant PAFAH1B2, FP-rhodamine activity probe, fluorescence polarization; inhibition, % at 3.39 µM; AID 492953; P68402;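 active = inhibition above the mean of all tested compounds plus 3 SD, cut at about 24% in these data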;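 also: 0% = enzyme with DMSO and 100% = wells lacking PAFAH1B2; many of its hits are not listed in these tables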
LYPLA1 counter: counter-screen for PME1 inhibitors: inhibitors of human LYPLA1; recombinant LYPLA1, FP-Rh probe fluorescence polarization; 320,000 compounds, 0.16% hits; inhibition, % at 5.9 µM; O75608; AID 2174;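 active = inhibition above the mean of all tested compounds plus 3 SD, set per campaign, cut at about 14% in these data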;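 also: inhibitors block serine hydrolase probe labeling of LYPLA1 so polarization falls; 0% = enzyme with DMSO and 100% = wells lacking LYPLA1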
EBNA-1 inhibitor: blocks EBNA-1 binding to DNA | EBNA-1 DNA binding, fluorescence polarization | inhibition, % at 14.8 µM | 300,000 compounds, 0.34% hits | AID 1950; in the data active = inhibition above about 28%
ZTA counter: counter-screen for EBNA-1 inhibitors: inhibitors of Epstein-Barr virus ZTA; P03206; ZTA-DNA binding, fluorescence polarization; inhibition, % at 11 µM; 320,000 compounds, 0.15% hits; in the data active = inhibition above about 33%
Active calls of the source: *; x = not tested or not shown.

SMILES	LYPLA2 inh	PREPL inhibitor	pPAFAH FP inh	PAFAH1B3 inh	PAFAH2 inh	PAFAH1B2 inh	LYPLA1 counter	EBNA-1 inhibitor	ZTA counter
Cc1ccc(-c2nnc(Nc3ccc(CC(N)=O)cc3)c3ccccc23)cc1S(=O)(=O)NCC1CCCO1 (configuration not stated)	-2	25	10	4	1	1	-4	2	9
COc1ccc(NC(=O)Nc2ccc(Br)c(C)c2)cc1	-1	14	-2	9	6	10	-2	6	-12
Cn1c(SCC(N)=O)nnc1-c1ccccc1	1	-2	3	1	5	6	-3	2	8
O=C(CCCN1C(=O)/C(=C\c2cccs2)SC1=S)Nc1ccccn1	-4	2	3	0	1	0	-2	6	2
CC1CCCCN1C(=O)c1cc(Cl)ccc1[N+](=O)[O-] (configuration not stated)	0	-7	3	1	1	4	-1	3	-3
O=C(CCCn1c(=S)[nH]c2ccc(Br)cc2c1=O)NCc1ccccn1	2	-2	4	-3	-5	4	5	-2	-15
O=C(CN1C(=O)CC(c2ccco2)Sc2ccccc21)NCc1ccc2c(c1)OCO2 (configuration not stated)	-2	0	1	9	1	5	2	1	3
CCOc1cc(/C=N/NC(=O)c2cccnc2)ccc1OCC(=O)N(C)C	5	14	4	3	-2	1	-1	-2	-7
COC(=O)c1ccccc1NC1=C/C(=N\S(=O)(=O)c2ccc(C(=O)O)cc2)c2ccccc2C1=O	26*	22	37*	71*	72*	53*	13	-10	3
CC(CC(=O)NNC(=O)c1ccncc1)c1ccccc1 (configuration not stated)	3	13	-1	2	3	3	0	-21	-5
Cc1cc(NC(=O)c2ccc(C#N)cc2)on1	5	2	3	-4	1	-4	-3	6	0
CN(C)CCOC1c2ccccc2CSc2ccccc21 (configuration not stated)	-2	-53	8	-2	4	6	-2	7	14
O=C(NC1CCN(C(=O)NCc2ccccc2)CC1)c1cccc(F)c1	4	-2	3	3	9	8	3	10	-7
Cn1c2c(c(=O)n(C)c1=O)C(c1ccccc1Cl)C(C#N)=C(N)O2 (configuration not stated)	5	-10	-2	-2	12	3	0	-2	-16
c1ccc(-c2ccc(-c3ccccn3)nn2)nc1	3	26	1	x	x	x	2	-4	-7
O=C(CN(Cc1ccccc1)S(=O)(=O)c1cccc(C(F)(F)F)c1)NC1CCCCC1	5	8	4	5	-5	1	0	3	-10
COC1(OC)N=C(N)C2(C#N)C(c3ccccc3)NC(C)=CC12C#N (configuration not stated)	-2	1	4	-1	4	2	0	-4	12
Cc1ccc(C(=O)Nc2c(C)n(C)n(-c3ccccc3)c2=O)cc1	-1	-2	3	4	-8	7	-2	9	10
CC(=O)N1CCN(C(=O)CSc2nc3c(cnn3-c3ccccc3)c(=O)[nH]2)CC1	7	-1	1	8	0	7	0	-3	3
Cc1cc(C)c2nc(C(F)(F)F)c(C#N)c(N)c2c1	-3	7	-13	1	-5	-1	-5	-8	-8
CCOC(=O)CC(NS(=O)(=O)c1ccc2[nH]c(=O)sc2c1)c1ccc(C)cc1 (configuration not stated)	7	-11	5	7	3	2	-3	9	0
COc1cc(C(=O)N/N=C/c2ccc(OC(=O)c3ccccc3Cl)cc2)ccc1O	-11	20	17	2	-3	0	-18	-6	-8
Cn1c(=O)c2nc(-c3ccccc3)c(-c3ccccc3)nc2n(C)c1=O	1	18	0	3	5	2	3	-16	-18
Cc1nn(C)c(C)c1S(=O)(=O)N1CCCC(C(=O)NC2CCCCCC2)C1 (configuration not stated)	-3	13	0	13	2	0	0	-4	4
CC(C)Cc1nc2oc3c(Cl)ncnc3c2c2c1CCC2	6	11	4	2	0	-1	3	-12	2
CC(=O)N1CCN(c2ccc(NC(=O)c3ccc(C)cc3)cc2)CC1	5	21	12	-3	-6	0	0	-1	2
N#Cc1ccc(S(=O)(=O)N2CCCN(c3nc4ccc(Cl)cc4s3)CC2)cc1	1	-61	-4	8	4	11	1	3	-4
O=[N+]([O-])c1cc(/C=N/N2CCN(C3c4ccccc4-c4ccccc43)CC2)ccc1Cl	3	-5	2	-7	-3	-5	2	-13	3
COc1cccc(-n2nc(-c3ccnn3-c3ccc(C)cc3)c(=O)n(C)c2=O)c1	-2	-5	-2	8	-2	3	-1	-9	-5
COc1cc(CC(=O)Nc2ccc3nc(SC)sc3c2)cc(OC)c1OC	4	9	4	-2	-4	5	-1	13	14
CC(C)(C)OC(=O)C[C@@H]1C/C=C\C[C@H](CC(=O)NCCO)C(=O)N[C@@H](c2ccccc2)COC1=O	x	4	5	12	-2	-1	x	x	x
CCc1nnc(NC(=O)CCC(=O)N2CCN(Cc3ccc(C)cc3C)CC2)s1	7	8	3	5	1	4	0	0	-7
COc1ccc(Br)cc1S(=O)(=O)N(CC(=O)N1CCOCC1)c1ccccc1	2	19	1	4	2	3	-4	-3	10
CCN1CCN(C(CNS(=O)(=O)c2ccc(F)cc2)c2cccnc2)CC1 (configuration not stated)	-1	1	-1	6	5	4	-2	-2	2
Cc1ccc(C)c(-n2nnnc2SCC(=O)NCCC2=CCCCC2)c1	8	0	3	0	4	-2	2	4	3
O=C(Nc1nnc(-c2ccc3c(c2)CCCC3)o1)C1COc2ccccc2O1 (configuration not stated)	5	18	31*	7	3	0	3	-5	4
CCc1nc2sc3ccccc3c(=O)c2c(=O)n1CCOC	2	-2	3	1	-3	4	0	-3	5
CCOC(=O)CC(=O)Nc1nnc(CC(C)C)s1	-3	3	0	9	-4	3	2	1	3
COc1ccc2c(c1)c(=O)c(C(=O)c1ccc(C)cc1)cn2CC(=O)Nc1ccc(F)cc1	-12	43	1	-13	-4	-10	-7	0	-14
CCCC1(c2ccccc2)NC(=O)NC1=O (configuration not stated)	0	0	3	-1	0	-1	4	12	8
Cc1cc(-c2cccnc2)c(C#N)c(SCC#N)n1	4	-13	0	2	-6	4	2	0	-3
O=C(Cn1nc(-c2ccccc2)ccc1=O)Nc1ccc(NC(=O)c2ccccn2)cc1	3	8	-6	-17	-14	-6	2	14	8
CS(=O)(=O)c1ccc(C(=O)N2CCc3ccccc3C2)cc1	11	-4	-1	2	6	2	2	8	5
COC(=O)[C@H](Cc1ccccc1)NC(=O)NCc1cccs1	0	18	-4	7	9	5	-2	5	8
CCN(CC)CCOC(=O)c1ccc(Cl)cc1Cl	-9	2	-5	8	-3	7	-5	-3	6
CCOC(=O)/C(=N/Nc1ccc(Cl)cc1)Sc1nnnn1-c1ccc(C)cc1	8	2	1	-2	10	19	6	-1	-15
Cc1nn(-c2cccc(Cl)c2)c2nc(-c3ccncc3)cc(C(=O)N3CCOCC3)c12	-2	-2	3	3	2	1	-10	-4	-2
Nn1c(SCc2cn3ccsc3n2)nnc1-c1ccncc1	6	2	0	10	-3	2	2	4	4
O=C(CSc1nc2cc(Cl)ccc2s1)NC1CCCc2ccccc21 (configuration not stated)	-2	-31	20	-6	2	3	-2	0	13
Cn1c(CN2CCN(C(=O)c3ccccc3)CC2)nc2cc([N+](=O)[O-])ccc21	2	3	1	-3	11	0	3	1	23

Next structures.
SMILES	LYPLA2 inh	PREPL inhibitor	pPAFAH FP inh	PAFAH1B3 inh	PAFAH2 inh	PAFAH1B2 inh	LYPLA1 counter	EBNA-1 inhibitor	ZTA counter
CC(C)OCCCNC(=O)c1cccc2c1C(=O)c1ccc(Cl)cc1S2(=O)=O	4	4	2	8	2	6	3	x	1
CCOC(=O)c1cc2sccc2n1Cc1ccc(C#N)cc1	-3	18	1	-4	5	1	-3	0	-5
Cc1sc(NC(=O)c2ccccc2F)c(CN2CCCCC2C)c1C (configuration not stated)	-3	-14	1	4	0	0	-3	3	-3
CCC(=O)/C=C1/Sc2ccc(OC)cc2N1CC	6	13	1	4	-2	-2	2	3	-10
O=[N+]([O-])c1cc(S(=O)(=O)NCCCN2CCOCC2)ccc1Cl	10	16	12	1	13	-2	2	-11	-5
COc1ccc(Sc2nnc(-c3ccccc3)cc2C#N)cc1	1	-12	-1	9	-3	-1	-3	1	-2
Cc1cccc(C)c1-n1c(C)cc(/C=N/NC(=O)c2ccncc2)c1C	8	9	14	11	-4	-3	0	-6	-4
CCC(C)/C(C)=N/NC(=O)CNS(=O)(=O)c1ccc([N+](=O)[O-])cc1 (configuration not stated)	-3	4	5	-3	4	-1	0	-6	17
O=C(Nc1ccc(F)cc1)c1cccc2c1C(=O)N(CC1CCCO1)C2 (configuration not stated)	-8	5	3	-1	2	1	-3	-5	8
Cc1c(N(CC(=O)O)S(=O)(=O)c2ccccc2)c(=O)n(-c2ccccc2)n1C	8	-3	-1	3	8	-2	4	-10	7

Full records as entered above. Order of values: LYPLA2 inh	PREPL inhibitor	pPAFAH FP inh	PAFAH1B3 inh	PAFAH2 inh	PAFAH1B2 inh	LYPLA1 counter	EBNA-1 inhibitor	ZTA counter
COC(=O)[C@H](Cc1ccccc1)NC(=O)NCc1cccs1 across the screens: 0	18	-4	7	9	5	-2	5	8
CCc1nnc(NC(=O)CCC(=O)N2CCN(Cc3ccc(C)cc3C)CC2)s1 across the screens: 7	8	3	5	1	4	0	0	-7

Additional structures
SMILES	LYPLA2 inh	PREPL inhibitor	pPAFAH FP inh	PAFAH1B3 inh	PAFAH2 inh	PAFAH1B2 inh	LYPLA1 counter	EBNA-1 inhibitor	ZTA counter
CCOc1ccc2c(c1)c1nnc(SCC3CCCO3)nc1n2C (configuration not stated)	-1	16	1	2	6	5	-3	-10	7
Cc1cc(=O)n(C(C)(C)C)c(=O)n1Cc1ccccc1	-5	6	-2	5	3	3	1	-13	-9
COc1ccc(Cl)cc1C(=O)NNC(=O)c1ccc(F)c(S(=O)(=O)N2CCOCC2)c1	x	6	4	4	2	2	x	x	x
O=C(Nc1ccc(Oc2cccc(C(F)(F)F)c2)nc1)c1cccs1	-5	-14	2	-2	-3	3	-6	6	-2
CCN1CCN(C(CNC(=O)c2ccc3c(c2)OCO3)c2cccnc2)CC1 (configuration not stated)	2	5	5	1	-3	-1	2	-10	-20
Cc1ccc(Sc2ccc(C(=O)N(C)C)cc2[N+](=O)[O-])cc1	18	12	21	-2	-4	2	-1	-10	-5
CCc1ccc(NC(=O)COn2nnc3ccc(S(=O)(=O)N(C)C)cc32)cc1	-1	-7	5	5	2	-4	-3	5	-7
COc1cccc(CNC(=O)CCC2CCCN(C(=O)c3cc(C)[nH]n3)C2)c1 (configuration not stated)	-1	0	1	6	-2	7	-2	3	-11
O=C(CNCC1CCCCC1)Nc1cccc(S(=O)(=O)N2CCOCC2)c1	-1	3	0	-1	3	2	-3	5	-15
Cn1cccc1Cc1nnc(SCC(=O)Nc2ccccc2F)n1CCc1ccccc1	-2	10	0	4	-1	4	3	-3	1
Cc1cccc(C)c1NC(=O)CN(C)C(C)C(=O)Nc1ccccc1-c1ccccc1 (configuration not stated)	1	-3	1	2	-9	2	2	-15	-1
COc1ccc(CCNC(=O)c2cc3cc(F)ccc3nc2C)cc1OC	4	4	2	-8	3	3	-1	6	3
O=C(CN1CCN(C(=O)c2ccccc2)CC1)Nc1ncc(Br)cc1Br	4	10	-1	3	4	-2	4	8	10
CC(=O)N(CCCNC(=O)c1ccccc1)C(=O)c1ccccc1	-5	7	2	2	0	1	0	2	-8
COC(=O)c1ccc(C)c(NC(=O)Cn2c(C)csc2=O)c1	x	13	-4	9	8	6	x	x	x
COc1ccc2nc(NC(=O)CN(C)S(=O)(=O)c3cccs3)sc2c1	10	-1	1	6	6	4	-3	11	10
COc1ccc(NC(=O)NNC(=O)c2ccc3ccccc3c2)cc1OC	-1	13	1	6	4	-1	-5	-1	4
O=C(NCCn1cc(SCc2ccccc2)c2ccccc21)c1ccccc1F	-4	17	-2	3	3	0	-5	-7	8
O=[N+]([O-])c1c(NCCO)cc(N2CCN(Cc3ccc4c(c3)OCO4)CC2)c2nonc12	2	16	3	5	-1	4	-1	-14	-11

Some of the compounds tested; the hit share may differ from the screen's.
